KOR beta-arrestin-1 – kappa opioid receptor activators – cell-based, luminescence, uHTS, primary screen (AID 1777); KOR beta-arrestin recruitment, luminescence; higher % means a stronger effect; actives 0.02% (n = 280,000); activation, % at 10 µM; hits with a dose series show EC50 in µM; in the data active = activation above about 50%, passing the limit was not always enough; also: a part of the inactive calls stands beside numbers as strong as those of hits
GPR35 arrestin U2OS – GPR35 antagonists blocking zaprinast-driven arrestin recruitment, primary screen, imaging, U2OS, beta-arrestin-GFP, zaprinast agonist (AID 2058); actives 0.052% (n = 290,000); inhibition, % at 10 µM, or IC50 in µM where a hit was titrated; U2OS GPR35 beta-arrestin-GFP translocation imaging, zaprinast antagonism; higher % means a stronger effect;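 active = inhibition of at least 50% with at least 30 cells and total cytoplasm GFP at most 10,000,000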
PhoP inhibition – inhibitors of PhoP regulon expression, primary screen, Salmonella Typhimurium, GFP reporter (AID 1863); actives 0.16% (n = 300,000); one-dose inhibition, % at 50 µM; IC50 in µM for titrated hits; S. Typhimurium PhoP-regulated promoter GFP reporter, 4 h; higher % means a stronger effect;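 active = inhibition over 29.93%, a cutoff 3 SD above the screen mean, later confirmed by dose response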;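 also: 0% = low Mg2+ inducing control and 100% = high Mg2+ repressing control; strong numbers were not always called active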
T cell modulator – T cell immune modulation candidate. actives 0.068% (n = 330,000). 2C CD8+ T cell-vesicle binding, flow cytometry; hits give low values. calls only at 7 µM. AID 2052;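 active = response, share of CD8 T cells binding vesicles, and their 90th percentile fluorescence all below set limits, cut at about 80% in these data, passing the limit was not always enough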
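material = purified 2C TCR transgenic mouse naive CD8+ T cells | controls = Unloaded micro-vesicles (low), QL9 vesicles with 0.7% DMSO (high) | detection = cytometric PE anti-B7-1 and Alexa647 anti-CD8 signals after 1% paraformaldehyde fixation | incubation = binding step 1.5 h, 37 °C, antibody labelling 20 min, ice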
GPR55 activation – GPR55 agonists via beta-arrestin recruitment, primary screen, imaging, U2OS cells, beta-arrestin-GFP redistribution (AID 1961); activation, % at 10 µM, or EC50 in µM where a hit was titrated; U2OS GPR55 beta-arrestin-GFP redistribution imaging; higher % means a stronger effect; actives 0.048% (n = 290,000);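 active = activation above 40% with more than 50 cells counted in the well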;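 also: U2OS osteosarcoma cells stably expressing GPR55 and beta-arrestin-GFP; plate controls were DMSO negative control for no effect and LPI positive control for full effect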
KOR beta-arrestin-2 – kappa opioid receptor blockers – cell-based, luminescence, uHTS (AID 1778) | KOR beta-arrestin recruitment, luminescence, antagonist mode; higher % means a stronger effect | one-dose inhibition, % at 10 µM; IC50 in µM for titrated hits | actives 0.091% (n = 290,000); in the data active = inhibition above about 50%; also: strong numbers were not always called active
NTR1 agonist – NTR1-driven beta-arrestin-GFP spot formation – imaging, U2OS cells, high content, primary screen (AID 493036); P30989; activation, % at 20 µM; agonist mode; actives 0.17% (n = 330,000);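 active = activation at or above 40% of the spot to cytoplasm intensity ratio, with at least 20 cells analyzed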;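 also: 0% = DMSO without peptide and 100% = 100 nM NTR1 peptide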
Target sequence (P30989 whole entry, looked up): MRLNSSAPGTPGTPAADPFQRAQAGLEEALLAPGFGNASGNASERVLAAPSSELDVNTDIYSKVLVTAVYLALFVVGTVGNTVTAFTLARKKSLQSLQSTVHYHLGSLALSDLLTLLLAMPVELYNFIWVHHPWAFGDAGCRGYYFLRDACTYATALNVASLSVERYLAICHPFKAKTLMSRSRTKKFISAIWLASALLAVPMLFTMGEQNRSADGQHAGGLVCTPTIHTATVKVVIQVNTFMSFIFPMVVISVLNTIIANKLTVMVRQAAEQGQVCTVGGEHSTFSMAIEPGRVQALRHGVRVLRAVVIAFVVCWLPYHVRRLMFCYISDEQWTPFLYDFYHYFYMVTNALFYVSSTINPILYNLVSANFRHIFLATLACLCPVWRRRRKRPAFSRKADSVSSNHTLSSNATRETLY
West Nile antiviral – West Nile virus antiviral activity, cell-based, CPE readout (AID 1621) | West Nile virus-infected cells, CPE inhibition; higher % means a stronger effect | actives 0.02% (n = 290,000) | one-dose CPE inhibition, % at 10 µM; IC50 in µM for titrated hits; in the data active = a potency from the dose series; also: strong numbers were not always called active
GPR55 antagonists – inhibition of LPI-stimulated GPR55 beta-arrestin translocation – imaging, U2OS, beta-arrestin-GFP, LPI agonist, primary screen (AID 2013); U2OS GPR55 beta-arrestin-GFP translocation imaging, LPI antagonism; higher % means a stronger effect; actives 0.13% (n = 290,000); inhibition, % at 10 µM, or IC50 in µM where a hit was titrated;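 active = spots per cell inhibited over 60%, with over 100 cells counted and total cytoplasm intensity under 500,000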;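 also: U2OS cells stably carrying GPR55 and arrestin-GFP stimulated by 5 µM LPI near EC80; imaged beta-arrestin-GFP aggregate spots per cell after agonist stimulation; plate controls were LPI-stimulated DMSO wells for no effect and DMSO wells without LPI for full effect; some results filed as inactive read as strong as hits; confirmed hits need IC50 under 10 µM and bright autofluorescent wells are also inconclusive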
T cell modulator vesicle-bound % – second read-out of T cell modulator, no call of its own (marks repeat the call); double positive events, %; measured here: CD8+ vesicle-bound cell fraction;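 binding gate set so that unloaded-vesicle control wells show 10% double positive cells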
NTR1 agonist cell count 20 µM – also measured in NTR1 agonist; calls as there; cell count; measured here: cell count, cytotoxicity flag
* marks the source's active call; other numbers are inactive results; i = inactive; nt = not tested or not shown; [ ] = remark or other dose.

SMILES	KOR beta-arrestin-1	GPR35 arrestin U2OS	PhoP inhibition	T cell modulator	T cell modulator vesicle-bound %	GPR55 activation	KOR beta-arrestin-2	NTR1 agonist	NTR1 agonist cell count 20 µM	West Nile antiviral	GPR55 antagonists
CCOc1ccccc1/C=C(/NC(=O)c1ccccc1)C(=O)N(CC)CC	1.3%	-5%	6%	i	5	-0.3%	-6%	1.1	62	-0.5%	14%
COc1ccc(/C=C2\CCn3c2nc2cc(C(=O)O)ccc2c3=O)cc1O	2.4%	9%	-2%	i	50	0.2%	-28%	2.8	72	-0.6%	-6%
Cc1cc(C)c(C(=O)C(C)OC(=O)c2ccccn2)cc1C (stereo unspecified)	-1.9%	10%	-5%	i	59	-0.2%	10%	2.2	77	-0.3%	17%
CCCCNC(=O)NNC(=O)c1cc(C)on1	1.5%	-10%	-6%	i	25	-0.2%	0%	-0.6	52	0.5%	-2%
COc1ccc2c(Cl)c(C(N)=O)sc2c1	4.7%	-9%	11%	i	38	-0.2%	-1%	1.5	62	-0.2%	10%
Cc1cccc(OC(=O)n2c(=S)oc3cc(Cl)ccc32)c1	-4.9%	7%	-14%	i	40	0.2%	2%	nt	nt	-0.2%	4%
Nc1c2c3c(sc2nc(=O)n1N)CCCC3	-1.5%	15%	-2%	i	29	0.2%	-24%	0.2	46	-0.2%	12%
O=C(Nc1cccc(C(=O)Nc2cccc(Br)c2)c1)c1ccccc1	-4.3%	-10%	-5%	i	60	0.3%	-20%[20 µM]	3.2	74	-0.7%	-2%
CCOC(=O)c1ccc(NC(=S)N(Cc2cccnc2)Cc2ccco2)cc1	14%	3%	10%	i	44	0.7%	-23%	1.2	68	-0.7%	-2%
Cc1nc(N2CCN(c3ccccc3F)CC2)[nH]c(=O)c1C	3.0%	-9%	-8%	i	57	-0.1%	-57%[20 µM]	0.2	65	-1.1%	3%
CCc1nnc(NC(=O)C2CCCN2S(=O)(=O)c2ccccc2)s1 (stereo unspecified)	-3.7%	0%	-6%	i	28	-0.2%	-26%	-1.0	42	-0.6%	11%
COc1cc(NC(=O)c2ccc(Cl)cc2)c2ncccc2c1	-3.3%	6%	5%	i	36	-0.1%	6%	16	103	1.9%	3%
COc1ccccc1C(=O)NCCC(=O)NCCC12CC3CC(CC(C3)C1)C2	2.3%	6%	2%	i	68	0.0%	8%	5.4	60	-0.8%	2%
C=CCn1c(C)cc(C(=O)COC(=O)CNC(=O)c2ccccc2)c1C	-0.1%	-5%	13%	i	14	0.1%	15%	2.9	37	-0.5%	7%
O=C(CSCc1ccco1)c1ccc(Cl)s1	6.1%	4%	0%	i	35	-0.2%	-16%	1.3	50	0.2%	61%
COc1ccc(C2C3=C(CC(C)(C)CC3=O)N(C)C3=C2C(=O)CC(C)(C)C3)cc1OC	-4.5%	-6%	-2%	i	19	-0.1%	-1%[20 µM]	0.2	73	-0.6%	17%
Cc1oc(-c2ccccc2)nc1CSc1nc2c(c(=O)[nH]1)CCC2	4.3%	-4%	-2%	i	35	-0.2%	-11%	11	58	nt	-3%
CC(C)NCc1cccc([N+](=O)[O-])c1	2.2%	-3%	-3%	i	49	-0.3%	2%	-1.4	56	-0.7%	12%
N=C1C(c2ccccc2)=C(O)CN1c1ccccc1	-0.3%	14%	-6%	i	62	0.2%	12%[20 µM]	-1.4	84	0.5%	7%
O=c1ccc2cc3ccoc3cc2o1	-5.2%	-16%	nt	i	47	-0.1%	11%[20 µM]	-1.5	90	-0.3%	-13%
Cc1[nH]c(C)c2c(=O)[nH]ncc12	-1.3%	-3%	-5%	i	36	0.3%	30%	0.8	36	0.0%	-18%
Cc1ccc(/C=C2/NC(=O)N(c3ccccc3)C2=O)o1	5.3%	-2%	-17%	i	15	-0.1%	20%	-1.2	107	-1.0%	8%
CC(C)(C)N1CCC1CN (stereo unspecified)	-0.7%	1%	-1%	nt	nt	-0.2%	-10%	0.7	97	0.6%	-3%
CC(=O)Nc1ccc(N2C(C(C)=O)=NN(c3ccc(Cl)cc3)C2c2sccc2C)cc1 (stereo unspecified)	-1.9%	-2%	-1%	i	26	-0.1%	5%	6.7	86	-0.8%	24%
N#Cc1c(NC(=O)COC(=O)c2ccc(S(=O)(=O)N3CCCC3)cc2)sc2c1CCCCC2	-6.7%	8%	-12%	i	60	-0.2%	5%	0.0	66	-0.2%	10%

Reformatted with two lines to a compound: part of the list above.
Value order: KOR beta-arrestin-1 | GPR35 arrestin U2OS | PhoP inhibition | T cell modulator | T cell modulator vesicle-bound % | GPR55 activation | KOR beta-arrestin-2 | NTR1 agonist | NTR1 agonist cell count 20 µM | West Nile antiviral | GPR55 antagonists
CCOC(=O)c1ccc(NC(=S)N(Cc2cccnc2)Cc2ccco2)cc1
 : 14% | 3% | 10% | i | 44 | 0.7% | -23% | 1.2 | 68 | -0.7% | -2%
Cc1[nH]c(C)c2c(=O)[nH]ncc12
 : -1.3% | -3% | -5% | i | 36 | 0.3% | 30% | 0.8 | 36 | 0.0% | -18%
O=c1ccc2cc3ccoc3cc2o1
 : -5.2% | -16% | nt | i | 47 | -0.1% | 11%[20 µM] | -1.5 | 90 | -0.3% | -13%

The results go on:
SMILES	KOR beta-arrestin-1	GPR35 arrestin U2OS	PhoP inhibition	T cell modulator	T cell modulator vesicle-bound %	GPR55 activation	KOR beta-arrestin-2	NTR1 agonist	NTR1 agonist cell count 20 µM	West Nile antiviral	GPR55 antagonists
CCOC(=O)n1c(=O)n(Cc2ccccc2)c2ccccc21	-2.3%	4%	-13%	i	59	-0.3%	-8%	-0.8	57	-0.2%	17%
COc1cccc(OC)c1C(=O)Nc1cc(Cl)ccc1N1CCOCC1	-1.9%	11%	2%	i	47	0.2%	22%	-0.1	43	0.6%	14%
O=C(Nc1ccc(C(=O)N2CCOCC2)cc1)c1ccccc1[N+](=O)[O-]	4.4%	1%	3%	i	8	0.0%	-13%	-0.7	69	0.2%	-1%
COc1ccc(C2/C(=C(/O)c3ccc(C)cc3)C(=O)C(=O)N2c2ccccn2)cc1OC (stereo unspecified)	-3.7%	9%	8%	i	25	-0.1%	27%	1.2	69	0.4%	-9%
Cn1cnc(S(=O)(=O)Nc2ccc3c(c2)OCCO3)c1	-2.3%	7%	-11%	i	12	-0.1%	25%	-0.6	52	0.0%	14%
COc1ccccc1CN=C1NC(=O)C(CC(=O)Nc2ccc(OC)c(OC)c2)S1 (stereo unspecified)	3.7%	11%	-3%	i	33	-0.1%	-12%	2.6	79	-0.1%	-5%
O=C(Nc1ccccc1)C1=C[C@H](c2csc3ccccc23)C[C@H](OCc2ccc(CO)cc2)O1	5.8%	-1%	-3%	i	24	0.5%	-9%	7.0	67	-0.1%	10%
CCN(CC)c1ccc(/C=C2/C(=O)c3ccc(C(=O)O)cc3C2=O)cc1	-9.4%	-22%	2%	i	54	-0.2%	34%	nt	nt	-0.9%	-8%
O=C(Nc1ccccc1)C1=C[C@@H](c2ccc(C(F)(F)F)cc2)C[C@@H](OCc2ccc(CO)cc2)O1	0.8%	-14%	-2%	nt	nt	0.2%	10%	23	67	1.1%	18%
COc1ccc(C(=O)Nc2ccc(S(=O)(=O)NC(C)(C)C)cc2)cc1[N+](=O)[O-]	-1.9%	-10%	4%	i	21	-0.1%	-39%[20 µM]	-0.9	49	-1.3%	-3%
COc1cccc(C(=O)NN2C(=S)N(c3ccccc3)C(=O)C2CC(N)=O)c1 (stereo unspecified)	7.3%	-7%	nt	i	34	0.4%	6%	1.7	50	-0.2%	6%
CCc1ccc(OCC(=O)NC(NC(=S)Nc2ccccc2)C(Cl)(Cl)Cl)cc1 (stereo unspecified)	4.9%	-12%	-2%	i	47	-0.4%	-40%	2.6	54	-1.9%	11%
O=C(CSCC(=O)NC1CC1)Nc1ccc2ccccc2c1	-8.0%	7%	-3%	nt	nt	-0.3%	-5%	nt	nt	0.0%	2%
Cc1cc(C(=O)N2CCCC(N3CCN(Cc4ccc5c(c4)OCO5)CC3)C2)n[nH]1 (stereo unspecified)	1.8%	1%	-3%	i	21	0.2%	-39%	0.4	54	0.6%	4%
O=C(NNC(=S)NCc1ccco1)C(c1ccccc1)c1ccccc1	4.3%	2%	0%	i	21	-0.1%	-3%	0.3	46	0.7%	-19%
COc1ccc(N(C(=O)c2ccco2)S(=O)(=O)c2cccc([N+](=O)[O-])c2)cc1	-2.9%	-11%	0%	i	55	0.2%	-15%	0.1	98	0.3%	8%
CSc1ccccc1NC(=O)Nc1cccc(F)c1	-3.8%	1%	-9%	i	52	0.0%	-30%	-1.0	80	-0.4%	8%
COc1cccc(C2/C(=C(\O)c3ccc4c(c3)OCO4)C(=O)C(=O)N2CCN(C)C)c1OC (stereo unspecified)	-2.2%	12%	1%	i	15	-0.3%	-9%	-3.2	13	-0.1%	1%
COc1cccc(Oc2ccc(N/C=C/C(=O)C(C)(C)C)cc2)c1	3.9%	6%	-10%	i	25	-0.5%	-44%	2.1	74	-0.8%	11%
O=C(NCCc1ccccn1)c1cncc(Br)c1	1.5%	-4%	1%	i	15	-0.1%	-11%	1.6	40	0.0%	-2%
CC1CCN(c2nnc(-c3cccs3)c3ccccc23)CC1	-3.5%	0%	0%	i	57	0.2%	38%	0.9	95	-1.0%	12%
O=C(CSc1nnc(CNC(=O)c2ccco2)o1)Nc1ccccc1C(F)(F)F	1.5%	6%	-7%	i	28	0.3%	-22%	-1.4	53	0.4%	-6%
COc1ccccc1CN1CC(C(=O)NCc2cc(F)ccc2C)CCC1=O (stereo unspecified)	3.4%	-2%	nt	nt	nt	-0.2%	-11%	0.2	61	-0.3%	-6%
COc1ccc(OC)c(CCNC(=O)C(C)n2nc(C)c3c(C)n(-c4ccc(C)cc4)nc3c2=O)c1 (stereo unspecified)	-3.0%	-1%	3%	i	17	-0.1%	-17%	3.0	41	-0.2%	6%
CC(=Nc1ccccc1)C1=C(O)CCCC1=O	3.3%	5%	3%	i	53	0.0%	16%	2.0	88	-0.4%	10%
COCCn1c(SCC(=O)c2c[nH]c3ccccc23)nnc1-c1ccncc1	-2.1%	2%	-5%	i	52	-0.2%	-38%	-1.1	43	-1.0%	-8%
COc1ccc(C(=O)NNC(=O)CN2CCC(n3nnc4cc(F)ccc43)CC2)cc1	-3.7%	1%	5%	i	59	-0.3%	1%	0.2	53	-1.0%	6%
COc1ccc(COCCN2CCN(S(=O)(=O)c3ccccc3)CCC2=O)cc1	-4.0%	-1%	0%	i	16	0.0%	22%	2.9	53	-0.2%	-6%
CS(=O)(=O)N(CC(=O)N/N=C/c1ccccc1C(=O)O)c1cccc(Cl)c1Cl	-1.5%	2%	16%	i	25	-0.1%	-18%	0.9	66	0.3%	9%
